Bioassay records: PubChem, several laboratories
14-3-3 Bad inh: disrupts binding of bovine 14-3-3 zeta to phospho-Bad peptide | P63103 | TR-FRET 14-3-3zeta/Dy647-pBad peptide displacement, 1 h | inhibition, % at 21.7 µM | hit rate 0.71% among 220,000;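 active = inhibition above about 70%, limit read from the data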;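 also: 0% = full 14-3-3 plus peptide FRET controls and 100% = background without 14-3-3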
Target sequence (P63103 whole entry, looked up): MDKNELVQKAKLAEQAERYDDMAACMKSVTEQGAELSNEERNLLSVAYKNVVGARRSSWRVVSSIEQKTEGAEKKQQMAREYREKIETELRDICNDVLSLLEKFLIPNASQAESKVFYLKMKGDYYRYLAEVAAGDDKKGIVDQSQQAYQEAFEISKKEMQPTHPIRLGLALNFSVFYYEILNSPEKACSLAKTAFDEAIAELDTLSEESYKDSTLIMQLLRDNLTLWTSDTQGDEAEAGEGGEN
zVAD death inh: L929 zVAD cell death inhibition; L929 zVAD necroptosis rescue, ATP luminescence, 24 h; with zVAD 60 µM; viability rescue, % at 10 µM; hit rate 0.38% among 220,000; AID 1377;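 active = activation, scaled between plate controls, above about 75%, limit read from the data; inactive = activation under that limit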;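 also: 0% = zVAD with DMSO and 100% = DMSO alone without zVAD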
Mdm2 ligase inh: inhibitors of human Mdm2 E3 ubiquitin ligase. signal enhancement, % at 5 µM. hit rate 0.11% among 210,000. cell-based MDM2 ubiquitination luciferase reporter, 2 h; 0 = plate control, 100 = twice control, blank-subtracted. Q00987;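 active = signal enhancement of 30% or more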;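 also: luminescence tracks abundance of the self-degrading MDM2-luciferase fusion protein; higher signal means inhibition of MDM2 E3 ligase activity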
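Assay system: stable mammalian line carrying autodegrading MDM2–luciferase fusion reporter; Input: 2000 cells in each well; Compound dosing: single-point 5 µM; Schedule: 2 h compound exposure at 37 °C; Signal: SteadyLite luciferase luminescence after 15 min room-temperature reagent incubation; Evaluation: % luminescence enhancement versus blank-corrected plate control mean; Benchmarks: plate controls and plate blanks.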
Hck Nef HTS: inhibitors of human Hck kinase activated by Nef | Recombinant Hck-YEEI plus Nef, Z-Lyte FRET kinase assay | hit rate 0.68% among 220,000 | P08631 | inhibition, % at 20 µM;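 active = Hck-Nef kinase inhibition above about 50%, limit read from the data; inactive = inhibition below that limit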;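 also: 0% = DMSO with Hck plus Nef and 100% = Hck alone without Nef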
EBV gp42 inh: blocks Epstein-Barr virus glycoprotein 42 binding. Fluorescence polarization binding assay, mP read-out. AID 1085. hit rate 0.42% among 220,000. inhibition, % (tested at 21.74 µM); in the data active = inhibition above about 50%
Target sequence (Q1HVG2 whole entry, looked up): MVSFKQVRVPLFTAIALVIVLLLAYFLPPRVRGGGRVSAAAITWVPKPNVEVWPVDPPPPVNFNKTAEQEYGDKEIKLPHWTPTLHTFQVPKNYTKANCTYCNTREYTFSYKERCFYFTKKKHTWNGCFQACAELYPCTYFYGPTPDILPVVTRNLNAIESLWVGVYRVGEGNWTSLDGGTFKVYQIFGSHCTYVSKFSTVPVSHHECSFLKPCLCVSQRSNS
p47phox inh: p47phox (human) inhibition. P14598. p47phox/p22phox peptide binding, fluorescence polarization, 2 h. inhibition, % at 24.7 µM. hit rate 0.53% among 220,000;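 active = inhibition above about 30%, limit read from the data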;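 also: 0% = p47phox with labelled peptide and 100% = labelled peptide alone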
Target sequence (P14598 whole entry, looked up): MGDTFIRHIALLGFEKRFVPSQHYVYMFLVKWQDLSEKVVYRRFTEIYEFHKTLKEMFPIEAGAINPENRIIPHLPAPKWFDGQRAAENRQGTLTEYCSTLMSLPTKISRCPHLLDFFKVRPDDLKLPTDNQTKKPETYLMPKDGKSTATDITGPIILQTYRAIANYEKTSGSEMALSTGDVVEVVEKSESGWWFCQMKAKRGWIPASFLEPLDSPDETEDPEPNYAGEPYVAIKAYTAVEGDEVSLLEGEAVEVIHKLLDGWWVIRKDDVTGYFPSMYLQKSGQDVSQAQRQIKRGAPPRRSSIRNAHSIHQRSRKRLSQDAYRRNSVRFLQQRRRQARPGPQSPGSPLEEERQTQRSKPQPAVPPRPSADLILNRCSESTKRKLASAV
Runt-SMMHC FRET: inhibitors of human RUNX1 Runt domain binding to CBFb-SMMHC; Cerulean-Runt/Venus-CBFb-SMMHC FRET ratio 530/480, 1 h; inhibition, % at 20 µM; hit rate 0.74% among 220,000; AID 1434;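 active = mean inhibition across duplicate retests at 20 µM reaching about 50%, limit read from the data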;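 also: 0% = DMSO wells and 100% = wells with excess untagged CBFb-SMMHC; inhibitors lower the FRET ratio by blocking Runt binding to CBFb-SMMHC; some results filed as inactive read as strong as hits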
TbHK1 inh: blocks Trypanosoma brucei hexokinase 1 activity. hit rate 0.11% among 220,000. recombinant TbHK1, G6PDH-coupled NADH A340. inhibition, % at 10 µM;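 active = inhibition of 50% or more in the single-dose primary screen; inactive = inhibition below 50%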
Runt-CBFb FRET: blocks binding of human RUNX1 Runt domain to CBFb | Cerulean-Runt/Venus-CBFb FRET ratio 530/480, 1 h | inhibition, % at 20 µM | hit rate 0.46% among 220,000;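 active = inhibition over about 50% at 20 µM in the single-dose screen, limit read from the data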;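 also: 0% = DMSO wells and 100% = excess unlabeled CBFb competitor control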
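Measured by: fluorescence energy transfer, 422 nm excitation, 530/480 nm emission; test system: Cerulean-tagged RUNX1 Runt domain (FRET donor) fusion protein; buffer or medium: Tris pH 7.5 buffer with BSA; compound: one dose, 20 µM compound, 1% DMSO; times: two 1 h room-temperature incubations shielded from light; benchmarks: unlabeled CBFb 5 µM, positive control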
An asterisk follows results filed as active; . = not tested or not shown; [ ] = dose if it differs, or a comment.

SMILES | 14-3-3 Bad inh | zVAD death inh | Mdm2 ligase inh | Hck Nef HTS | EBV gp42 inh | p47phox inh | Runt-SMMHC FRET | TbHK1 inh | Runt-CBFb FRET
Cc1cccc(NC(=O)C2CCCN(S(=O)(=O)c3cccc4nsnc34)C2)n1 (configuration not stated) | 2 | 0.1 | 2 | 0 | -9 | -12 | -1 | -12 | 4
CC(C)n1c(CN2CCN(Cc3ccccc3)CC2)nc2ccccc21 | 2 | -0.2 | -8 | 5 | -6 | -3 | 0 | 0 | -4
CC(=O)N(C)c1ccc(OCC(O)COc2ccc(N(C)C(C)=O)cc2)cc1 | 2[fluorescence artefact?] | 1.5 | -11 | 6 | -5 | -1 | 2 | -5 | -1
COc1ccc(C(C)=O)cc1Cn1cnc2c(cnn2C)c1=O | 1 | 0.3 | 5 | -1 | -7 | -3 | 2 | 8 | -2
O=C(Cn1c(=O)sc2ccccc21)Nc1ccc(O)cc1 | -3 | -1.7 | -8 | 16 | -8 | -8 | -7 | 2 | .
CC(C)CSc1oc(-c2ccco2)nc1S(=O)(=O)c1ccccc1 | 7 | 0.1 | -7 | 16 | -8 | -18 | 0 | 6 | 0
Cn1c(=O)c2cc(S(=O)(=O)NC(C(=O)Nc3cccnc3)c3ccccc3)ccc2n(C)c1=O (configuration not stated) | -13 | 0.8 | -11 | 0 | -18 | -3 | -2 | -13 | 3
CC(=O)COc1ccc(-c2csnn2)cc1 | -6 | 0.1 | -3 | 11 | -6 | -2 | 0 | -3 | -1
Cc1occc1C(=O)N1CCCC(CCC(=O)NCc2ccc(F)c(F)c2)C1 (configuration not stated) | 0 | 1.5 | -19 | -5 | -6 | 3 | -4 | -1 | -3
CCN(CC)CCCN(C(=O)c1ccco1)c1nc(-c2ccc(C)cc2)cs1 | 0 | -0.4 | -2 | 18 | -28 | -9 | 4 | 4 | 0
Cc1ccc(N(CC(=O)NCc2ccco2)C(=O)CCC(=O)Nc2ccccn2)cc1C | 19 | -0.5 | 2 | 0 | 9 | 0 | 1 | -6 | -1
Cc1ccccc1C(=O)Nn1cnc2ccccc2c1=O | -6 | 1.0 | -24 | -8 | -5 | 7 | -5 | -5 | -2
O=C1c2ccccc2C(=O)N1CC1=NCCc2ccccc21 | -7 | . | 0 | 5 | 6 | -2 | 4 | -6 | -4
COc1ccc(-c2cc3ccc(OCc4nn[nH]n4)cc3oc2=O)cc1OC | 7[fluorescence artefact?] | 0.3 | -3 | 9 | -21 | -11 | 32 | -31 | 14
CCN(CC)S(=O)(=O)c1ccc(/C=C/C(=O)Nc2ccc(F)c(F)c2F)cc1 | -13[fluorescence artefact?] | 1.4 | -14 | 5 | -1 | -14 | -4 | 24 | -5
O=C1CCc2cc(S(=O)(=O)N3CCN(c4cccc(C(F)(F)F)c4)CC3)ccc2N1 | -8 | -0.1 | 4 | 0 | -19 | -12 | 0 | -2 | 1
CN(c1cccc(NC(=O)CCSc2ccccc2)c1)S(C)(=O)=O | -2 | 2.0 | -22 | 10 | 5 | -6 | -1 | 1 | 3
CCOC(=O)N1CCC(NC(=O)C2CCN(S(=O)(=O)c3cccs3)CC2)CC1 | -8[fluorescence artefact?] | -0.1 | -16 | 1 | -4 | -9 | 2 | 7 | -1
CN(CCc1ccccn1)C(=O)Nc1cc(Cl)cc(Cl)c1 | -4 | 4.7 | 2 | 3 | 1 | 4 | 0 | -5 | -1
Cc1ccc2c(c1)sc(=NC(=O)c1cccs1)n2C | -18 | 1.6 | -82 | 22 | 8 | -5 | 4 | -3 | 2
CCc1ccc(N2C(=O)CC(c3ccc(F)cc3)C3=C2COC3=O)cc1 (configuration not stated) | -4 | -1.0 | -3 | 19 | -15 | 22 | 0 | 8 | -1
COc1ccc(C/C(N)=N/n2cnnc2)cc1Cl | 1[fluorescence artefact?] | 0.4 | -6 | 2 | -12 | -6 | -1 | 2 | 3
CCCCN(C(=O)c1ccc(OC(F)(F)F)cc1)c1c(N)n(CCC)c(=O)[nH]c1=O | -8 | 1.5 | -10 | 18 | -11 | 0 | 1 | 3 | 1
O=C(CCNC(=O)c1ccco1)Nc1ccc(N2CCOCC2)cc1 | -25 | 3.6 | 1 | 26 | -5 | 11 | 0 | 2 | -1
CC(CCc1ccccc1)NC(=O)CN1CCN(Cc2ccc(Cl)cc2)C1=O (configuration not stated) | 9 | -0.1 | -17 | 1 | -12 | 5 | -1 | -8 | -2
N#Cc1ccc(-n2nccc2-c2cnc3n(c2=O)CCS3)cc1 | 8 | 0.3 | -16 | 2 | -6 | -3 | 3 | -13 | 2
COc1ccc(S(=O)(=O)Nc2ccccc2C(=O)Nc2nc(-c3ccc(F)cc3)cs2)cc1OC | 45[fluorescence artefact?] | 1.6 | -4 | 3 | -10 | -30 | -2 | 12 | -6
C/C(=N/O)c1no[n+]([O-])c1/C(C)=N\O | -5 | -0.2 | -5 | 6 | -21 | -12 | -5 | -13 | 0
COc1ccc(-c2nc(CN3CCN(c4ncccn4)CC3)c(C)o2)cc1C | -4 | -0.1 | 10 | 16 | 2 | -3 | 1 | -20 | -4
COc1ccc(C(=O)N2CCN(S(=O)(=O)c3ccc(Cl)cc3)CC2)cc1OC | -2 | 0.0 | -13 | 2 | -13 | -11 | 0 | -9 | -1
O=C(Nc1ccc(S(=O)(=O)Nc2ncccn2)cc1)c1nn(Cc2ccccc2)c(=O)c2ccccc12 | 3 | -0.2 | . | 20 | -30 | -173 | -10 | -17 | -1
Cc1ccc(C)c(N/N=C2\CCCNC2=O)c1 | 8[fluorescence artefact?] | 0.9 | -7 | 2 | -17 | -10 | 6 | -16 | 2
COC(=O)c1cc(=O)nc2sc(-c3ccccc3)nn12 | 14 | 0.0 | -16 | 0 | -11 | -17 | 0 | 5 | 4
CCOc1ccc(C(C(=O)NC2CCCC2)N(Cc2ccccc2)C(=O)c2nsc(Cl)c2Cl)cc1 (configuration not stated) | -2 | -0.1 | -14 | 1 | -5 | -7 | 5 | 5 | -2
O=C(CCc1ccccc1)Nc1nc2n(n1)C(c1ccccc1)CC(=O)N2 (configuration not stated) | 1[fluorescence artefact?] | 2.1 | 13 | 3 | 6 | -8 | -3 | -1 | 0
CC1(C2(O)CC(c3ccccc3)ON2)CCCCC1 (configuration not stated) | -8 | 1.2 | -16 | -1 | -19 | -7 | -2 | 0 | 1
COc1cccc(-c2cc(C(=O)Nc3ccc([N+](=O)[O-])cn3)c3ccccc3n2)c1 | -3[fluorescence artefact?] | 14 | -10 | 0 | -32 | -29 | 4 | -12 | 1
Cc1ccc2cccc(OCC(=O)c3cc(C)n(Cc4ccco4)c3C)c2n1 | 8 | 0.5 | -15 | 41 | 3 | -8 | -5 | -3 | 4
O=C(NCc1ccc(Cl)cc1)c1cnn2ccccc12 | 7 | 5.7 | -13 | 1 | 1 | -6 | -6 | -2 | 1
COc1cc(CO)cc(Br)c1OCC(=O)N1CCCCC1 | -14 | 1.7 | -13 | -3 | -14 | 3 | 1 | -10 | -3

Record cards (already shown). Order of screens: 14-3-3 Bad inh, zVAD death inh, Mdm2 ligase inh, Hck Nef HTS, EBV gp42 inh, p47phox inh, Runt-SMMHC FRET, TbHK1 inh, Runt-CBFb FRET
`O=C(CCc1ccccc1)Nc1nc2n(n1)C(c1ccccc1)CC(=O)N2` (configuration not stated) is listed as 1[fluorescence artefact?], 2.1, 13, 3, 6, -8, -3, -1, 0
`O=C(NCc1ccc(Cl)cc1)c1cnn2ccccc12` is listed as 7, 5.7, -13, 1, 1, -6, -6, -2, 1
`O=C(Nc1ccc(S(=O)(=O)Nc2ncccn2)cc1)c1nn(Cc2ccccc2)c(=O)c2ccccc12` is listed as 3, -0.2, ., 20, -30, -173, -10, -17, -1

The list goes on:
SMILES | 14-3-3 Bad inh | zVAD death inh | Mdm2 ligase inh | Hck Nef HTS | EBV gp42 inh | p47phox inh | Runt-SMMHC FRET | TbHK1 inh | Runt-CBFb FRET
O=C(Oc1ccc(NC2=NS(=O)(=O)c3ccccc32)cc1)c1cccnc1 | -4 | 1.1 | -6 | 20 | -6 | 0 | -6 | -7 | 1
COc1ccc(CCNC(=O)Cn2c(=O)n(CC3CCCO3)c(=O)c3ccccc32)cc1OC (configuration not stated) | -2 | -0.2 | -13 | 4 | -18 | -8 | -1 | -4 | -1
CC(=O)N1CCC(=NNc2ncc(C(F)(F)F)cc2Cl)CC1 | -18 | -0.6 | -19 | 9 | 6 | 6 | 2 | 6 | -1
O=C(Cc1cccc2ccccc12)Nc1nnc(-c2cccc([N+](=O)[O-])c2)s1 | 11[fluorescence artefact?] | . | . | -2 | 0 | 17 | -9 | 5 | 0
CC(C)NC(=O)N(Cc1ccc(Cl)cc1)Cc1cccs1 | -4 | 0.7 | -22 | 47 | -10 | -7 | 2 | -2 | -1
Cn1c(CNC2CCCCC2)nc2ccccc21 | -4 | -1.0 | . | -8 | 7 | -1 | 3 | 2 | 2
COc1ccc(C(=O)NNC2CC(=O)N(Cc3ccccc3)C2=O)cc1OC (configuration not stated) | 4 | 0.8 | -11 | 4 | -3 | -3 | 3 | -4 | -2
CCCSc1cc(Cl)nc(N)n1 | -2 | 0.1 | -5 | -4 | 0 | -11 | -4 | -2 | 2
CC1(C)CC(CCC(=O)Nc2ccc(S(N)(=O)=O)cc2)C(=O)O1 (configuration not stated) | -10 | 1.9 | -4 | -5 | -14 | -1 | 1 | 0 | 0
O=C(COc1ccccc1[N+](=O)[O-])N1CCC(Cc2ccccc2)CC1 | -7 | 2.0 | -6 | 27 | 5 | -6 | -2 | -5 | -3
NC(=O)c1ccc(-n2nnnc2Oc2ccccc2)cc1 | 10[fluorescence artefact?] | -0.2 | 4 | -3 | -13 | -8 | 1 | -15 | 1
COc1nccnc1NS(=O)(=O)c1ccc(NC(=S)NC(=O)c2cccnc2)cc1 | 5 | 0.1 | -9 | 4 | -9 | -3 | 2 | -13 | 5
O=C(O)c1ccc(S(=O)(=O)N2CCC(c3nc(-c4ccccc4Cl)no3)CC2)cc1 | 18 | 0.4 | 6 | 0 | -24 | -8 | 3 | 3 | 1
Cc1ccccc1NC(=O)N1CCCC(c2nc(-c3ccc(F)cc3)no2)C1 (configuration not stated) | . | 1.9 | -9 | 7 | -7 | 5 | 4 | 1 | -2
COc1ccc(NS(=O)(=O)c2csc(C(=O)Nc3ccccc3)c2)cc1 | -6 | 1.0 | -8 | 18 | 0 | -8 | -2 | 1 | 0
CCCc1nn(C)c2c1C(c1cccnc1)C(C#N)=C(N)O2 (configuration not stated) | -17 | -0.2 | -7 | -1 | -3 | 0 | 1 | 1 | 0
COc1ccccc1NC(=O)Nc1nnc(-c2ccco2)s1 | 11 | 24 | -15 | 0 | -7 | -18 | -1 | -4 | 11
CSc1ccc(CN2CCN(C(=O)c3ccncc3)CC2)cc1 | 1 | 0.3 | -11 | 13 | -8 | -5 | 1 | 2 | 0
CC(=O)Nc1ccc(NC(=O)COc2ccc(Br)cc2C)cc1 | -6[fluorescence artefact?] | 0.4 | 3 | -8 | -6 | -12 | -3 | -6 | -3
CC(C)(C)c1ccc(C(=O)NCCN2CCCC2)cc1 | -5 | 5.4 | 2 | 17 | -10 | -10 | 2 | -5 | 0
O=c1ccc2cc(S(=O)(=O)N3CCOCC3)ccc2o1 | -8 | -0.5 | 15 | 5 | -9 | 0 | 1 | 5 | 0
